Assay outcomes: PubChem, several laboratories
Cardio protect = modulators protecting cardiomyocytes from myocardial damage; H9c2 cardiomyocytes, H2O2 injury protection, ATPLite, 2 h; protection from H2O2 cell death, % at 20 µM; 360,000 tested, 0.63% active;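 active means compounds giving at least 50% protection of heart cells from peroxide-induced death in the single-dose screen, raw or plate-pattern-corrected value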;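 further: 0% = DMSO wells with peroxide and 100% = DMSO wells without peroxide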
MC4R antagonist = blocks human MC4R cAMP signaling | 360,000 tested, 0.48% active | P32245 | inhibition, % at 6.5 µM | MC4R-expressing cells, MTII-stimulated cAMP, LANCE TR-FRET | AID 540295;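 active means inhibition above its plate's cutoff, the mean of tested wells on that plate plus 3 SD, cut at about 29% in these data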;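 further: 0% = Melanotan II alone and 100% = Melanotan II plus saturating MCL0020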
Target sequence (P32245 whole entry, looked up): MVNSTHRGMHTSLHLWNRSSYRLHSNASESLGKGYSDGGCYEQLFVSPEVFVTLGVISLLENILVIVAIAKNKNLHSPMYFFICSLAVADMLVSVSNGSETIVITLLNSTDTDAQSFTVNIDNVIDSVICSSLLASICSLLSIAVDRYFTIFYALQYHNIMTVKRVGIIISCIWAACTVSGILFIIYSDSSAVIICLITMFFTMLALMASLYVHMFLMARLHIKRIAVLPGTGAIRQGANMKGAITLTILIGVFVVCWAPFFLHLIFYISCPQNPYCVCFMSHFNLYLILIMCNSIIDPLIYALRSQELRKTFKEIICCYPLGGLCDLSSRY
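Assay system: U2OS-MC4R stable cell line; Also added: Melanotan II; Technique: Eu-cAMP/anti-cAMP TR-FRET, emission 671 nm; Times: 30-min compound, 1-h challenge, 1-h detection, room temperature.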
N-glyco inh = N-linked glycosylation inhibition; D54 ERlucT glycosylation luciferase reporter, 24 h; percent of 100 nM tunicamycin response; reporter increase, % at 12.5 µM; 360,000 tested, 0.23% active;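 active means mean luciferase reporter signal, scaled so untreated is 0 and the glycosylation-blocking control 100, at or above a set limit in every replicate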;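 further: luciferase carries N-glycosylation sites so blocking glycosylation raises the light; 0% = median of neutral control wells and 100% = median of 100 nM tunicamycin wells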
aDG glyco act = alpha-DG glycosylation activation. Pro5-aDG cells, alpha-DG glycosylation AlphaScreen (IIH6); 0% Pro5, 100% B10-LARGE cell signal. 360,000 tested, 0.22% active. activation, % at 10 µM;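 active means activation of at least 8% versus controls, or a plate z-score of at least 8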;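 further: Pro5 are CHO cells carrying HIG-tagged alpha-DG that lacks glycosylation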
hiPSC survival = enhancers of human iPSC single-cell survival. hiPSC single-cell survival, ATPlite luminescence; 100% = ROCK inhibitor wells, 0% = DMSO. survival enhancement, % at 20 µM. 360,000 tested, 0.044% active; in the data active means survival enhancement above about 18%;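 further: cells exposed to compounds for 16 hours before the ATP read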
Exocytosis inh = blocks lytic granule exocytosis | TALL-104 LAMP-1 surface exposure, flow cytometry; cells stimulated with thapsigargin and PMA | AID 651702 | 360,000 tested, 0.66% active | inhibition, % at 10 µM;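 active means inhibition above about 55%, limit read from the data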
ABCB6 inh MLPCN = human ABCB6 transporter inhibition; Q9NP58; K562-ABCB6 porphyrin accumulation, flow cytometry, 1 h; active compounds read low; fluorescence ratio to DMSO, % at 10 µM; 360,000 tested, 0.19% active; AID 602162;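 active means fluorescence ratio to DMSO below 75%, the collection mean minus 3 SD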;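 further: signal is porphyrin accumulated inside mitochondria; 100% equals median channel fluorescence of DMSO control wells; lower ratio means ABCB6 inhibition with less porphyrin fluorescence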
MC4R barr agon = activates human MC4R beta-arrestin recruitment; P32245; U2OS MC4R beta-arrestin complementation, luminescence; percent of melanotan II response, DMSO zero; activation, % at 8.9 µM; 360,000 tested, 0.98% active; AID 540308;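 active means activation above a per-plate cutoff, the mean activation of sample wells on that plate plus 3 SD, cut at about 8% in these data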
ABHD5-PLIN5 inh = inhibitors of human ABHD5-perilipin-5 interaction; Split G. princeps luciferase complementation, luminescence, 4 h; inhibition, % at 4 µM; Q00G26+Q8WTS1; 360,000 tested, 0.78% active;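 active means inhibition above the mean inhibition across every tested compound plus 3 SD, cut at about 22% in these data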;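 further: 0% = DMSO only wells and the 100% control is not disclosed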
HTR2A ag = activates the mouse 5-HT2A serotonin receptor; P35363; CHO-K1 mHTR2A beta-arrestin complementation, luminescence; percent of 30 µM serotonin response; activation, % at 7.6 µM; 360,000 tested, 0.66% active; AID 624169;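 active means activation above a run cutoff, the mean activation of all tested compounds plus 3 SD, cut at about 14% in these data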;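 further: 0% = plate median of compound wells and 100% = 30 µM serotonin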
Target sequence (P35363 whole entry, looked up): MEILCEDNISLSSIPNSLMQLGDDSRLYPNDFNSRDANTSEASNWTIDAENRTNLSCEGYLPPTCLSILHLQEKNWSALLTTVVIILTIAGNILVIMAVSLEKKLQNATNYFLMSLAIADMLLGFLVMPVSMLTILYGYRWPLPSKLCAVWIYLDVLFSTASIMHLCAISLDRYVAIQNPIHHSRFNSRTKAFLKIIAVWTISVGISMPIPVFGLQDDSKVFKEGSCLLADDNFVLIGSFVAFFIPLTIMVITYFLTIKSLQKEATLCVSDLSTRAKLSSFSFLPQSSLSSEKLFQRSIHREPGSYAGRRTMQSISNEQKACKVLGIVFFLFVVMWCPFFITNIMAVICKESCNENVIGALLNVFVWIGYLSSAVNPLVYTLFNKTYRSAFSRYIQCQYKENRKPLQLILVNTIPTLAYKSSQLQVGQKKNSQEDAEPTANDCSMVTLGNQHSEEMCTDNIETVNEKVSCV
Numbers without * were called inactive; . = not tested or not shown. Outcome played no part in choosing rows (roughly 4.5% active in at least one column).

SMILES | Cardio protect | MC4R antagonist | N-glyco inh | aDG glyco act | hiPSC survival | Exocytosis inh | ABCB6 inh MLPCN | MC4R barr agon | ABHD5-PLIN5 inh | HTR2A ag
Cc1ccc(NC(=O)CN(C)Cc2ccc(Cl)cc2)cc1 | 1 | 3 | -1 | 0.6 | -0.4 | -2 | 100 | -0.9 | 4 | -3
c1ccc2c(c1)CCN(c1nc3ccccc3n3cnnc13)C2 | 58* | -8 | 0 | 0.2 | 5.9 | 8 | 97 | -0.1 | 4 | -6
CCn1nc(CC(=O)Nc2nnc(CC(=O)N3CCCCC3)s2)c2ccccc2c1=O | 0 | 5 | 0 | -0.1 | -3.2 | 2 | 88 | -1.4 | -3 | 3
CC(C)(C)NC(=O)NC(=O)CN1CCN(S(=O)(=O)c2ccc3c(c2)CCCC3)CC1 | 0 | 16 | 0 | -0.5 | 0.0 | 24 | 98 | -0.1 | -5 | -1
C=CCOc1cccc(C2C(C(=O)c3ccc(C)o3)=C(O)C(=O)N2c2nnc(C)s2)c1 (stereo unspecified) | 5 | 25 | -3 | 0.5 | 0.1 | -8 | 102 | 0.0 | -10 | 9
COC(=O)c1ccc(Cn2c(O)c(N=O)c3ccccc32)o1 | 5 | -1 | 1 | 0.0 | 1.4 | 0 | 88 | 0.2 | 2 | 4
O=C(O)C1CCCCC1C(=O)NCCc1c[nH]c2ccccc12 (stereo unspecified) | -1 | 16 | 0 | -0.3 | -3.4 | 0 | 104 | 2.3 | 8 | 38*
CCOc1ccc(/C=N/NC(=O)c2cc(-c3ccco3)nc3ccccc23)cc1 | -13 | 21 | 14 | 0.1 | 0.3 | 7 | 100 | -1.3 | 6 | -2
CC(C)(C)n1ncc2c(=O)n(CC(=O)NCc3ccccc3)cnc21 | -14 | -17 | -12 | -0.3 | -1.4 | 2 | 94 | -2.0 | -6 | -1
COCCCNc1nc2ccccc2nc1NS(=O)(=O)c1cccs1 | 3 | 7 | -1 | 0.1 | 1.0 | 0 | 96 | -1.3 | 0 | -3
COc1cccc(CNc2ccc3c(c2)nc(C)n3C)c1OC | 0 | 12 | 4 | 0.0 | -0.4 | -12 | 103 | -2.5 | -2 | 12
CCOC(=O)c1ccc(NC(=O)NCc2ccccc2OC)cc1 | -1 | 30* | 0 | 0.6 | -0.4 | -6 | 101 | -0.8 | -7 | -6
CC[C@]12c3[nH]c4ccccc4c3CCN1C(=O)C(CC(=O)NCc1ccc(OC)c(OC)c1)C[C@@H]2C(=O)N1CCN(C(=O)C2CC2)CC1 (stereo partly specified) | -3 | 2 | -1 | -0.2 | -3.6 | -2 | 103 | 3.0 | -5 | -2
Cc1cc(NC(=O)COC(=O)c2ccccc2S(=O)(=O)N(C)c2ccccc2)no1 | 1 | 14 | -11 | 0.0 | -0.6 | 2 | 94 | -2.1 | -1 | 6
Cc1ccc(SCc2ccc(C(=O)Nc3nccs3)o2)cc1 | 1 | 5 | . | 0.0 | 0.0 | 11 | 94 | -3.2 | -11 | -6
CCCCOc1nc(N2CCOCC2)nc(C)c1[N+](=O)[O-] | -1 | 15 | -2 | 0.1 | -0.2 | 3 | 102 | 0.4 | -8 | -1
COc1cc(/C=N/NC(=S)Nc2cccc(C(=O)O)c2)ccc1O | -10 | -3 | 1 | 0.1 | 1.3 | -1 | 94 | -1.4 | 3 | 5
CC1(C)C2CCC1(CS(=O)(=O)NCc1ccc(S(N)(=O)=O)cc1)C(=O)C2 (stereo unspecified) | 1 | 16 | 3 | 0.0 | -0.2 | -16 | 108 | -0.7 | -6 | -1
Cc1cc(C)c2c3c(oc2n1)C(=O)N(c1cccc(Cl)c1)CC(=O)N3 | 0 | 3 | 1 | -0.1 | 0.9 | 2 | 102 | -3.1 | 1 | 3
CCOC(=O)c1[nH]c(C)c(C(=O)N2CCN(c3ccccc3OC)CC2)c1C | 8 | 0 | 0 | 0.3 | 1.8 | -2 | 77 | -3.4 | 3 | -4
c1coc(CNC2C3CC4CC(C3)CC2C4)c1 (stereo unspecified) | 1 | -2 | -2 | 0.0 | 5.3 | -4 | 89 | -0.3 | 5 | -2
CC1=C(C(=O)Nc2ccccc2)C(c2ccccc2)N2C(=O)CSC2=N1 (stereo unspecified) | -2 | 13 | 1 | -0.1 | -0.2 | 2 | 97 | -2.5 | -18 | 3
CC(CCc1ccccc1)NC(=O)CN1CCOc2ccccc21 (stereo unspecified) | -14 | 3 | -1 | -0.1 | 5.0 | -1 | 103 | -0.3 | -4 | -6
CCc1noc(C)c1C(=O)N1CCN(S(=O)(=O)c2cc(C)ccc2C)CC1 | 2 | 6 | -5 | 0.1 | 1.0 | -2 | 100 | -2.1 | 3 | -2
C/C(=N\NC(=O)c1cccc(O)c1)c1ccc(NC(=O)Cc2ccccc2)cc1 | 1 | 14 | 1 | 0.2 | -0.5 | -2 | 98 | 0.8 | -5 | -6

Given tab-delimited: 3 of the compounds above.
Structure	Cardio protect	MC4R antagonist	N-glyco inh	aDG glyco act	hiPSC survival	Exocytosis inh	ABCB6 inh MLPCN	MC4R barr agon	ABHD5-PLIN5 inh	HTR2A ag
CC[C@]12c3[nH]c4ccccc4c3CCN1C(=O)C(CC(=O)NCc1ccc(OC)c(OC)c1)C[C@@H]2C(=O)N1CCN(C(=O)C2CC2)CC1 (stereo partly specified)	-3	2	-1	-0.2	-3.6	-2	103	3.0	-5	-2
Cc1cc(NC(=O)COC(=O)c2ccccc2S(=O)(=O)N(C)c2ccccc2)no1	1	14	-11	0.0	-0.6	2	94	-2.1	-1	6
Cc1ccc(SCc2ccc(C(=O)Nc3nccs3)o2)cc1	1	5	.	0.0	0.0	11	94	-3.2	-11	-6

The list continues.
SMILES | Cardio protect | MC4R antagonist | N-glyco inh | aDG glyco act | hiPSC survival | Exocytosis inh | ABCB6 inh MLPCN | MC4R barr agon | ABHD5-PLIN5 inh | HTR2A ag
CC(=O)N(C)c1ccc(NC(=O)C(c2ccccc2)c2ccccc2)cc1 | -2 | 3 | -2 | -0.1 | 0.4 | 1 | 94 | -0.9 | 9 | 4
O=C(CCSc1ccc(Br)cc1)Nc1cccnc1 | -5 | 2 | -1 | -0.2 | 2.6 | -1 | 100 | 1.0 | -9 | -8
CC(=O)Nc1ccc(S(=O)(=O)NCC2CCC(C(=O)NCCc3ccccc3)CC2)cc1 (stereo unspecified) | 3 | 7 | -2 | -0.2 | -0.5 | -2 | 100 | -2.8 | 0 | 1
O=C(COc1ccccc1)N=C1SC2CS(=O)(=O)CC2N1Cc1ccccc1 (stereo unspecified) | 1 | 0 | -1 | -0.3 | 0.0 | -5 | 99 | -2.4 | 0 | -3
Cc1ccc(C(=O)Nc2nnc(-c3ccc(C(C)(C)C)cc3)s2)cc1 | -5 | 2 | 1 | 0.0 | 1.4 | -3 | 94 | -2.7 | 1 | -3
Nc1cc(-c2ccc(Cl)cc2)nn1S(=O)(=O)c1ccccc1 | -20 | 0 | -2 | -0.2 | 0.9 | 35 | 95 | -0.3 | -6 | -3
CN(C)S(=O)(=O)c1ccc(C(=O)NC(=O)CSc2ccccc2)cc1 | 0 | 11 | 2 | -0.3 | 1.3 | 0 | 89 | -2.1 | -2 | 3
O=C(c1ccco1)N1CCC(c2nc(-c3ccccc3Cl)no2)CC1 | -6 | 9 | 0 | -0.1 | -1.1 | 100* | 95 | 0.1 | 4 | -1
O=C1c2ccccc2C(O)(c2ccccc2)N1c1ccc([N+](=O)[O-])cc1Cl (stereo unspecified) | 1 | 11 | -1 | -0.1 | -1.8 | 0 | 106 | -1.2 | -5 | 1
COc1ccccc1C1=NOC(C)(c2sc(-c3ccc(Cl)cc3)nc2C)C1 (stereo unspecified) | -14 | 7 | 2 | -0.3 | -0.9 | 21 | 99 | -1.6 | 2 | 2
Cc1ccnc(Sc2ccc([N+](=O)[O-])cn2)n1 | 4 | -1 | -3 | 0.1 | 1.5 | 1 | 96 | -0.6 | 4 | 2
CC(=O)N1CCN(C(=S)NCc2ccccc2)CC1 | 15 | 7 | 1 | 0.1 | 2.3 | 2 | 99 | 0.1 | 4 | 0
Cc1onc(-c2c(Cl)cccc2Cl)c1C(=O)N=C(N)N1CC(C)OC(C)C1 (stereo unspecified) | -4 | -1 | 0 | 0.0 | -0.4 | -5 | 98 | -1.2 | -2 | -4
Cc1ccccc1NC(=O)CSc1nc(O)cc(=O)n1C | 1 | -1 | -1 | -0.1 | 0.5 | -4 | 101 | 1.6 | -4 | -2
CCc1nc2ccc(C(=O)Nc3cccc(NS(C)(=O)=O)c3)cn2c1N(CC)CCOC | 4 | -2 | 0 | -0.2 | 0.3 | -15 | 96 | -0.3 | -2 | 9
COc1ccc(CCN(C)CCC(=O)Nc2c(C)cc(C)cc2C)cc1OC | 7 | 3 | 3 | 0.0 | 1.0 | -2 | 101 | -2.5 | 0 | -5
Fc1ccc(CNC(=S)Nc2cccc(Cl)c2)cc1 | -10 | -3 | 0 | 0.2 | 1.5 | 0 | 98 | 1.6 | 2 | -5
CC(C)(C)c1nnc(N/N=C/c2ccc(Br)cc2)n(N)c1=O | 2 | 3 | -3 | 0.4 | -0.7 | -5 | 98 | 3.0 | -5 | -3
COC(=O)c1ccc(C2/C(=C(\O)c3ccc4c(c3)OCCO4)C(=O)C(=O)N2CCCN2CCOCC2)cc1 (stereo unspecified) | -4 | -5 | 3 | 0.4 | -0.5 | -7 | 98 | -2.2 | 4 | 5
Cc1ccccc1N1CCN(S(=O)(=O)N(C)C)CC1 | 9 | 3 | -1 | -0.2 | 0.8 | 0 | 99 | -0.9 | -4 | -2
COCCCn1c(=S)[nH]c2ncccc2c1=O | 7 | -1 | . | 0.0 | -1.5 | -2 | 105 | 0.4 | 3 | 0
O=C(NNc1ccccc1)OCc1ccccc1 | -4 | 12 | -1 | 0.4 | -3.0 | -7 | 104 | -2.6 | -11 | -3
O=C(Nc1ccccc1O)c1ccc(NS(=O)(=O)c2cccc3cccnc23)cc1 | 21 | 14 | 83* | -0.3 | 0.1 | -1 | 105 | -1.6 | -4 | -9
CN1CC(=O)Nc2ccc([N+](=O)[O-])cc2C1=O | -4 | 12 | 2 | 0.0 | -0.5 | 5 | 103 | 0.7 | 1 | 2
Cc1cccc(-n2c(=O)c3c4c(sc3n3c(=S)[nH]nc23)CCC4)c1 | -2 | 2 | 0 | -0.8 | -1.3 | 2 | 100 | -2.0 | 1 | 0
CC(=O)c1ccccc1NC(=O)CCNC(=O)c1ccco1 | -1 | 2 | 0 | 0.1 | -0.2 | -8 | 98 | -0.8 | 2 | 5
CCn1ncc(CN2CCC(n3nccc3NC(=O)c3ccccc3Cl)CC2)c1C | 4 | 5 | -2 | 0.0 | -0.1 | 0 | 99 | -2.4 | -1 | -1
COc1ccc(C(=O)Nc2cc3c(cc2N2CCOCC2)n(C)c(=O)n3C)cc1OC | 6 | 9 | 3 | -0.1 | 0.7 | -2 | 96 | -2.1 | -4 | -3
Cc1ccn(CC(=O)N2CCCC(N3CCN(c4ccc(F)cc4)CC3)C2)n1 (stereo unspecified) | -2 | 16 | 0 | 0.9 | -0.2 | -4 | 93 | -1.3 | 2 | 6
CC(C)C[C@H]1CN(CCCC[C@H]2CNC(=O)C(=O)N2CCc2ccccc2)C(=O)C(=O)N1CCc1ccccc1 | . | . | . | -0.1 | -0.6 | -9 | 100 | . | -1 | -2
